# DT40 TDP1 no CPT: qHTS for Inhibitors of human tyrosyl-DNA phosphodiesterase 1 (TDP1): qHTS in cells in absence of CPT | actives 15% (n = 420,000) | Potency, µM (titrated, usually from 46.2 µM), for inactives: at the highest dose activity change, negative = growth inhibition, actives largely listed as inhibitors | DT40 Tdp1-/- hTDP1 cells, no CPT, ATP luminescence, 48 h; further: nearly all actives have a fitted effect of over 55% in size
#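 A cellular qHTS used chicken DT40 cells lacking endogenous Tdp1 but carrying stably transfected human TDP1. Compounds were applied without camptothecin, and cell growth kinetics were judged by ATP-dependent luminescence after ≥48 hr.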
# N370S GC: inhibits or activates N370S mutant glucocerebrosidase | P04062 | N370S GC spleen homogenate, 4MU-glucoside fluorescence | Potency, µM (doses to about 59.4 µM), for inactives: at the top dose activity change, negative = inhibition, hits mostly inhibitors | actives 0.092% (n = 330,000);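 further: 0% = full enzyme activity and -100% = no enzyme basal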
# TDP1 block: TDP1 (human) enzyme inhibition. Q9NUW8. recombinant TDP1, AlphaScreen DNA substrate cleavage. Potency, µM (highest dose often 130 µM), without a hit: at the highest dose activity change, negative = inhibition, usual class: inhibitors. actives 0.28% (n = 350,000). AID 485290; further: nearly all actives have a fitted effect of over 40% in size
# Target sequence (Q9NUW8 whole entry, looked up): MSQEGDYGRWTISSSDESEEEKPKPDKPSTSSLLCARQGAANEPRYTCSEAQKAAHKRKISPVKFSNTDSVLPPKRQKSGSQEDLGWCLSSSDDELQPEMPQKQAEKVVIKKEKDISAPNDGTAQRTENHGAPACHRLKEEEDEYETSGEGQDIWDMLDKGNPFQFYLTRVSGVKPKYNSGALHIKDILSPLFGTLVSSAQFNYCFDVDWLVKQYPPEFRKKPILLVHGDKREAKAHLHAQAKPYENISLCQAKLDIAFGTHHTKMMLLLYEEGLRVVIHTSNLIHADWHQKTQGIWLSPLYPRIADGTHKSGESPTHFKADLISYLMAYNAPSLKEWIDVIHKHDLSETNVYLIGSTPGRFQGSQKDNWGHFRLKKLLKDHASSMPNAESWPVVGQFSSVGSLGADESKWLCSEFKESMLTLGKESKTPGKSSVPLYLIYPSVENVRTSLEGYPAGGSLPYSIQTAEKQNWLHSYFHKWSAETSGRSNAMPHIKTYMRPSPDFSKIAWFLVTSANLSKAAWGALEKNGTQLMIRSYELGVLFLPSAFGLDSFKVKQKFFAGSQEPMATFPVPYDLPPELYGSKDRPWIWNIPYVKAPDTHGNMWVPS
#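 Compounds were preincubated with Tdp1 (1 nM final) for 15 min at room temperature before substrate (15 nM final) started a 5 min reaction; beads (10 ug/ml final) were then added for 10 min before AlphaScreen detection.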
# Active calls of the source: *; ? = inconclusive; . = not tested or not shown; & = joins results of further samples; [ ] = dose if it differs, or a comment. The call rests on the fitted dose curve; in most records, active means well fitted curve in the direction sought with a large enough effect; inconclusive means small, poorly fitted or top-dose-only effect, or another doubt; inactive means no such curve, though single readings can be large; an effect the other way counts as inactive or inconclusive. Unless noted, on the % scale 0 is the no-effect control and ±100 the full control effect; potency means the concentration at half of the fitted maximal effect. Not all compounds are listed. The share of hits here may be higher or lower than overall.
# Start of the data: the first 20 records (preview)
SMILES,DT40 TDP1 no CPT,N370S GC,TDP1 block
CCOc1ncccc1C(=O)Nc1ccc(OC)c(S(=O)(=O)N2CCCCC2)c1,?,4%,1%
Cc1cccc(CSc2nncc(=O)[nH]2)c1,0%,9%,5%
COc1ccnc(NCc2cccc(C(F)(F)F)c2)c1C#N,-5%,4%,5%
CCOc1ccc(NC(=O)CCNC(=O)Cn2ccc3ccccc3c2=O)cc1,-5%,-3%,-3%
O=C(NNc1nccc(C(F)(F)F)n1)Nc1cccc(Cl)c1,2%,-8%,.
COc1cc(OC)cc(C(=O)NCCCN2CCOCC2)c1,-21%,0%,5%
Cn1nc(CC(=O)Nc2cccc3ncccc23)c2ccccc2c1=O,21µM*,-10%,5%
CC(NC(=O)c1ccc2nc(Cc3ccccc3)oc2c1)c1ccccc1 (configuration not stated),?,.,-1%
COc1ccccc1NC(=O)c1oc2ccccc2c1NC(=O)c1c(F)cccc1F,?,.,-4%
CCOC(=O)C1(CCc2ccccc2)CCN(C(=O)c2ccoc2)CC1,?,-1%,.
CCc1ccccc1NC(=O)CSc1nnc(-c2cc(C)[nH]n2)n1N,17%,-10%,2%
Cc1cccc(Nc2nnc(SCC(=O)NCc3cccs3)s2)c1C,-22%,-15%,0%
CC(OC(=O)CCN1C(=O)c2cccc([N+](=O)[O-])c2C1=O)C(=O)Nc1cc(Cl)cc(Cl)c1 (configuration not stated),0%,5%,-3%
COc1ccc(F)c(CN2CCC(n3nccc3NC(=O)C3CCOC3)CC2)c1 (configuration not stated),-10%,3%,4%
C[C@H](NC(=O)N1CCC(Cc2ccccc2)CC1)C(=O)O,-14%,-6%,.
CC1CCN(c2nc3nonc3nc2Nc2ccc(F)cc2)CC1,?,18%,5%
O=C(CNC(=O)C1CCCCC1)OCC(=O)c1ccc2c(c1)CCC2,-14%,.,0%
Cc1cc(NC(=O)c2ccoc2C)no1,3%,1%,-5%
N#CCc1nn(-c2ccc(F)cc2)c(N)c1C#N,-21%,-2%,7%
CCCc1cc(=O)[nH]c(NCCc2ccccc2)n1,-10%,2%,.

# The listing, from the start:
SMILES,DT40 TDP1 no CPT,N370S GC,TDP1 block
CCOc1ncccc1C(=O)Nc1ccc(OC)c(S(=O)(=O)N2CCCCC2)c1,?,4%,1%
Cc1cccc(CSc2nncc(=O)[nH]2)c1,0%,9%,5%
COc1ccnc(NCc2cccc(C(F)(F)F)c2)c1C#N,-5%,4%,5%
CCOc1ccc(NC(=O)CCNC(=O)Cn2ccc3ccccc3c2=O)cc1,-5%,-3%,-3%
O=C(NNc1nccc(C(F)(F)F)n1)Nc1cccc(Cl)c1,2%,-8%,.
COc1cc(OC)cc(C(=O)NCCCN2CCOCC2)c1,-21%,0%,5%
Cn1nc(CC(=O)Nc2cccc3ncccc23)c2ccccc2c1=O,21µM*,-10%,5%
CC(NC(=O)c1ccc2nc(Cc3ccccc3)oc2c1)c1ccccc1 (configuration not stated),?,.,-1%
COc1ccccc1NC(=O)c1oc2ccccc2c1NC(=O)c1c(F)cccc1F,?,.,-4%
CCOC(=O)C1(CCc2ccccc2)CCN(C(=O)c2ccoc2)CC1,?,-1%,.
CCc1ccccc1NC(=O)CSc1nnc(-c2cc(C)[nH]n2)n1N,17%,-10%,2%
Cc1cccc(Nc2nnc(SCC(=O)NCc3cccs3)s2)c1C,-22%,-15%,0%
CC(OC(=O)CCN1C(=O)c2cccc([N+](=O)[O-])c2C1=O)C(=O)Nc1cc(Cl)cc(Cl)c1 (configuration not stated),0%,5%,-3%
COc1ccc(F)c(CN2CCC(n3nccc3NC(=O)C3CCOC3)CC2)c1 (configuration not stated),-10%,3%,4%
C[C@H](NC(=O)N1CCC(Cc2ccccc2)CC1)C(=O)O,-14%,-6%,.
CC1CCN(c2nc3nonc3nc2Nc2ccc(F)cc2)CC1,?,18%,5%
O=C(CNC(=O)C1CCCCC1)OCC(=O)c1ccc2c(c1)CCC2,-14%,.,0%
Cc1cc(NC(=O)c2ccoc2C)no1,3%,1%,-5%
N#CCc1nn(-c2ccc(F)cc2)c(N)c1C#N,-21%,-2%,7%
CCCc1cc(=O)[nH]c(NCCc2ccccc2)n1,-10%,2%,.
O=C(CN1CCN(Cc2ccccc2)C1=O)NCc1ccc(Cl)cc1,1%,.,1%
O=C(CCn1c(=O)c2sccc2n(CC(=O)OCc2ccccc2)c1=O)NCc1ccccc1,?,2%,2%
Cc1ccc(C(=O)CC2C(=O)N(c3ccccc3)C(=S)N2c2ccccc2)cc1 (configuration not stated),?,5%,-5%
CCCNC(=O)c1c(CSc2ccccc2)noc1C(=O)NCc1ccccc1,?,8%,-1%
Cn1ccnc1C(=O)c1cc(SCC(=O)N2CCOCC2)nc2ccccc12,-1%,-3%,-1%
# (next part)
SMILES,DT40 TDP1 no CPT,N370S GC,TDP1 block
O=C(CCC(=O)Nc1ccc(Cl)cc1Cl)N/N=C/c1ccc([N+](=O)[O-])o1,2.9µM*,-9%,-3%
CCN(CCn1cccn1)C(=O)c1ccc(OC2CCN(C(=O)COC)CC2)cc1,-2%,1%,5%[56.1 µM]
O=C(NC(=S)NN1CCCCC1c1cccnc1)c1ccc(Br)cc1 (configuration not stated),-22%,-3%,9%
O=C(CSc1nnc(Cc2ccccc2)o1)NCCN1C(=O)CSC1=O,-19%,3%,3%
COc1ccc(OC)c(/C=N/NC(=O)c2ccc[n+](CC(=O)c3ccccc3)c2)c1,-16%,.,5%
CC(=O)c1cccc(N(CC(=O)Nc2ccc(F)cc2F)S(C)(=O)=O)c1,-5%,4%,4%
COc1ccc(S(=O)(=O)NCC2CCCN(Cc3ccccc3C)C2)cc1 (configuration not stated),10%,2%,1%
Cc1cc(C)c(NC(=O)Cn2nnc(C(=O)Nc3ccc(F)cc3F)c2N)c(C)c1,11%&2%,-14%,-5%&5%
O=C(Oc1cccc2ccccc12)c1ccncc1,-8%,1%,2%
COc1cccc(C(=O)N(Cc2cc3cc(C)ccc3[nH]c2=O)C(C)C)c1,?,14%,3%
COC(=O)[C@H](CC(C)C)NC(=O)N1CCN(c2cccc(C(F)(F)F)c2)CC1,-5%,0%,2%
c1ccc2c(SCc3cn4cccnc4n3)ncnc2c1,?,19%,-2%
COc1cc(NC(=O)Cn2ncc3c([nH]c4ccc(C)cc43)c2=O)cc(OC)c1OC,2%,.,-3%
CC(C)c1ccc(S(=O)(=O)N2CCN(C(=O)C3=COCCO3)CC2)cc1,?,.,2%
COCCNC(=O)C1CCCN(S(=O)(=O)c2cccc3nsnc23)C1 (configuration not stated),-2%,-3%,14%
Nc1cc(=O)nc(SCC(=O)N2CCN(c3ccccc3)CC2)n1-c1ccc(F)cc1,18%,-8%,3%
CSc1nc(C(=O)N2CCc3c([nH]c4ccccc34)C2c2ccccn2)cs1 (configuration not stated),?,-16%,5%
Cc1nc(-c2ccc(NC(=O)c3ccco3)cc2)cs1,?,3%,.
CC(C)c1nc(CNC(=O)c2cc(COc3c(F)cccc3F)on2)cs1,0%,4%,.
COC(=O)c1cc(Nc2cc(C)c3ccc(O)cc3n2)cc(C(=O)OC)c1,-27%,-23%,.
O=C(NCCc1ccccc1)C(=O)NC1CCCCC1,-4%,7%,5%
O=C(Cn1cnc([N+](=O)[O-])n1)N/N=C/c1cc(Cl)ccc1O,7.3µM*,-3%,9%
COc1ccc2oc(C(=O)OCC(=O)Nc3ccc(C(=O)N(C)C)cc3)c(C)c2c1,14%,-7%,0%
COc1ccc(Cl)cc1S(=O)(=O)N1CCC(C(=O)NCCc2ccccc2)CC1,?,-7%,.
O=C(N1CCCCCC1)N1CCN(S(=O)(=O)c2ccccc2)CC1,-28%,2%,1%
# The list continues.
SMILES,DT40 TDP1 no CPT,N370S GC,TDP1 block
COc1ccccc1-c1nc2ccccc2c(=O)n1O,-12%,-13%,.
Cc1cc(Nc2cccc([N+](=O)[O-])c2)c2cccc(C)c2n1,21µM*,2%,.
COCCCn1c(=O)c2sccc2n2c(CCCC(=O)Nc3cc(C)cc(C)c3)nnc12,?,.,0%
O=C(O)c1ccccc1C(=O)NNc1ccc(Cl)cc1Cl,16%,1%,6%
Cc1cc(C)cc(CC2CC(=O)N(c3ccc(Cl)cn3)C2=O)c1 (configuration not stated),-14%,7%,0%
CCOC(=O)c1c(NC(=S)NCc2ccccc2)sc2c1CCN(C(=O)OCC)C2,?,12%,2%
CCOC(=O)c1c(C)c(-c2ccccc2)n(CC(=O)Nc2cc(OC)cc(OC)c2)c1C,?,.,1%
CCCCNC(=O)C1C2C=CC(C2)C1C(=O)O (configuration not stated),-6%,-7%,-3%
COc1cccc(NC(=O)C2C3C=CC4(O3)C2C(=O)N(CCCN2CCCC(C)C2)C4C(=O)NC2CCCCC2C)c1 (configuration not stated),1%,-5%,9%
CCn1cc([N+](=O)[O-])c(C(=O)N2CCCc3ccccc32)n1,15%,6%,3%
O=C(NC1CCSC1=O)c1ccc(Cl)cc1 (configuration not stated),1%,5%,0%
Cc1ccc(CN2CCCNC2=O)cc1,-20%,-4%,-9%
Cc1ccc(N2CC(C(=O)Nc3nccs3)CC2=O)cc1Cl (configuration not stated),?,23%,6%
COc1cc2c(cc1OC)C1(C)N(CC2)C(C(C)=O)=NN1c1ccc(Cl)cc1 (configuration not stated),?,8%,1%
COc1ccccc1N1C(=O)C2C(C(=O)c3ccccc3)=NN(c3ccc(Br)cc3)C2C1=O (configuration not stated),-27%,7%,0%
O=C1CCCC2(O)C1C(c1cccc(Br)c1)NC(=O)N2Cc1ccccc1 (configuration not stated),-1%,8%,5%
COc1ccc(NC(=O)COC(=O)CCNS(=O)(=O)c2ccccc2)cc1OC,1%,0%,-2%
CCOC(=O)c1ccc(NC(=O)CSc2nc(N3CCOCC3)nc(N3CCOCC3)n2)cc1,-1%,6%,2%[56.1 µM]
COc1ccccc1CNC(=O)CN1CCC(NC(=O)c2ccccc2F)CC1,0%,-4%,0%
COc1ccc(-n2c(=O)c3ccccc3n(CC(=O)NC3CCCCC3)c2=O)c(OC)c1,-19%,-17%,0%
COc1ccccc1C(=O)COC(=O)CN1C(=O)c2ccccc2C1=O,11%,3%,0%
COc1ccccc1NC(=O)Cn1nc2c3cc(F)ccc3n(Cc3cccc(C)c3)cc-2c1=O,19%,.,8%
CCN(CC(=O)Nc1ccc(NC(C)=O)cc1)C(=O)C1CCCN(C(=O)c2ccc(Cl)cc2)C1 (configuration not stated),17%,.,-1%
COc1ccc(C(C(=O)NCC2CCCO2)N(C(=O)CNC(=O)c2ccco2)c2cc(C)ccc2C)cc1OC (configuration not stated),-3%,-11%,-7%[0.0935 µM]
CCn1c(C(=O)N2CCC(C(=O)NCc3ccc(OC)cc3)CC2)cc2sccc21,-15%,-12%,5%
# (next part)
SMILES,DT40 TDP1 no CPT,N370S GC,TDP1 block
CCOc1cc(S(=O)(=O)N2CCC(C(N)=O)CC2)ccc1F,-19%,2%,4%
O=C(c1cc(-c2ccncc2)nc2ccc(Cl)cc12)N1CCN(C(=O)C2CCCO2)CC1 (configuration not stated),?,-1%,5%
c1ccc(-c2ccc(-c3nc(-c4cccnc4)no3)cc2)cc1,-28%,-10%,1%
OC1(c2ccc(Br)cc2)CCN(Cc2cccc(Br)c2)CC1,?,-5%,4%
C=CCNc1ccc(F)c(F)c1N1CCCCCC1=O,-5%,8%,5%
CC(C)(C)NC(=O)C(c1ccncc1)N(Cc1cccs1)C(=O)Cn1nnc(-c2ccc(F)cc2)n1 (configuration not stated),-20%,-10%,6%[56.1 µM]
COc1ccc(NC(=O)CN(C)C(=O)CCSc2ccc(F)cc2)cc1,?,-2%,1%
CSCC[C@H](NC(=O)NCCc1ccc(F)cc1)C(=O)O,-5%,3%,5%
O=C(NN1CCOCC1)NC12CC3CC(CC(C3)C1)C2,-33%,-22%,-1%
CCCCC(=O)Nc1nnc(-c2ccco2)o1,0%,5%,6%
CCOC(=O)c1ccc(N=c2sc(C(=O)OC)cc(=O)n2C2CC2)cc1,3%,-4%,-2%
CCOC(=O)Cn1c(CN2CCc3ccccc3C2)nc2c1c(=O)n(C)c(=O)n2C,4.6µM*,-6%,1%
COc1ccc(CN2CCN(C(=O)Cn3ncn4cccc4c3=O)CC2)c(OC)c1OC,-6%,-2%,.
CCOc1cc(CNCc2ccncc2)cc(Br)c1OCc1ccc(F)cc1,11µM*,-28%,5%
CCOc1ccccc1NC(=O)NC1CC2CCCC(C1)N2Cc1nnnn1CCc1ccccc1 (configuration not stated),?,25%,3%
Cc1nn(-c2ccccc2)c(C)c1C(=O)NCc1ccc(F)cc1,-25%,5%,1%
O=C(c1ccco1)N1CCN(C(=O)N2CCOCC2)CC1,-12%,0%,-4%
O=C(O)CCC(=O)Nc1sc2c(c1C(=O)Nc1cccc3ccccc13)CCCCC2,-15%,-7%,-3%
CCN(CC)C(=O)c1cccc(NC(=O)C2CCN(C(=O)c3cccs3)CC2)c1,?,.,0%
